M4 ag – agonists of human muscarinic M4 receptor (CHRM4) | P08173 | CHO-K1 hM4/Gqi5, Fluo-8 calcium fluorescence; vehicle 0%, full acetylcholine response 100% | activation, % at 3 µM | 360,000 compounds, 0.14% hits;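 active means activation above the run mean over all test wells plus 3 SD, cut at about 32% in these data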;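 further: peak over basal fluorescence ratio per well then scaled between controls; 0% = DMSO wells and 100% = acetylcholine at EC100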
Target sequence (P08173 whole entry, looked up): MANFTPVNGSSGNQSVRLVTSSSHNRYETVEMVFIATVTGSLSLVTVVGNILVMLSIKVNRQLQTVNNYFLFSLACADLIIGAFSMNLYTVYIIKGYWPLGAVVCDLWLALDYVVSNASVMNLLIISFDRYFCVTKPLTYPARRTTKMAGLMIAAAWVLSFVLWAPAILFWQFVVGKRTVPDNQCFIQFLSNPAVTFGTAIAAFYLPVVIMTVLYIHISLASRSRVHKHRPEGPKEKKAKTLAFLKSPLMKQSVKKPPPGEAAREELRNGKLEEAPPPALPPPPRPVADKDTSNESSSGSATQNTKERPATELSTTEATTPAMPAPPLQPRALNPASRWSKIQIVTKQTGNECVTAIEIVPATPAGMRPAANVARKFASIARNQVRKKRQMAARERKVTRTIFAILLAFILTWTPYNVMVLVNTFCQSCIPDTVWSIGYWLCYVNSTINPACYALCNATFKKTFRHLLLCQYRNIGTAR
CRFBP-R2 agonist – agonists of human CRF-binding protein/CRF-R2 receptor complex | HEK293 CRF-R2/CRF-BP, calcium dye fluorescence (FLIPR); percent of saturating CRF peptide response | activation, % at 13.2 µM | 350,000 compounds, 0.46% hits | AID 588473;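 active means activation of at least 50%, plus an integration ratio under a set limit after plate pattern correction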;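 further: plate controls were neutral control wells without compound for no effect and CRF at EC100 for full effect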
M4 PAM – positive allosteric modulators of human muscarinic M4 receptor; P08173; CHO-K1 hM4/Gqi5, Fluo-8 calcium fluorescence, ACh EC20; 0% = ACh EC20, 100% = maximal ACh; activation, % at 3 µM; 360,000 compounds, 0.4% hits;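 active means activation above its plate's cutoff, the mean activation of sample wells plus 3 SD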; further: some results filed as inactive read as strong as hits
M4 antag – antagonists of human muscarinic M4 receptor (CHRM4); CHO-hM4 cells, ACh EC80, Fluo-8 calcium fluorescence; inhibition, % at 3 µM; 360,000 compounds, 0.73% hits; AID 624125;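 active means inhibition above its plate's cutoff, the mean inhibition of sample wells plus 3 SD, cut at about 27% in these data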;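 further: 0% = acetylcholine EC80 with DMSO and 100% = DMSO without agonist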
CHRM5 PAM – positive allosteric modulators of human muscarinic M5 receptor; P08912; CHO-K1 hM5, Fluo-8 calcium, ACh EC20 PAM; 0% = ACh EC20, 100% = ACh EC100; activation, % at 3 µM; 360,000 compounds, 0.3% hits; AID 624038;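 active means activation above the run cutoff, the mean activation of all test compounds plus 3 SD, cut at about 18% in these data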
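Test system: CHO-K1 hM5 cells / Doses: single-point, 3 µM nominal / Times: Post-acetylcholine fluorescence recording 140 s / Technique: Fluo-8 calcium fluorescence / Measure: Max/basal fluorescence ratio as % of EC20–EC100 ACh window / Benchmarks: low control EC20 acetylcholine (0%), high control EC100 acetylcholine (100%) / Replicates: one well per compound, no replicates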
M5 ag – CHRM5 agonism in calcium assay. CHO-K1 hM5 cells, Fluo-8 calcium fluorescence; 0% DMSO wells, 100% maximal acetylcholine response. P08912. 360,000 compounds, 0.19% hits. activation, % at 3 µM;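 active means activation above the run's mean over test compounds plus 3 SD, cut at about 23% in these data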;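 further: signal is peak over basal fluorescence ratio across the kinetic read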
IDE inh – inhibitors of human insulin-degrading enzyme in cells | P14735 | HEK cells, FAbetaB cleavage, fluorescence polarization | inhibition, % at 5.59 µM | 320,000 compounds, 0.41% hits;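 active means percent inhibition above the average of all tested compounds plus 3 SD, set per screening campaign, cut at about 16% in these data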;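 further: IDE supplied by intact live HEK cells; FP after avidin binding of uncleaved biotin substrate so inhibition keeps polarization high; 0% = DMSO wells and 100% = 60 µM reference IDE inhibitor Ii1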
CRFR2-BP antag – blocks CRF-induced signaling of the CRF-BP/CRF-R2 complex; HEK293 CRF-R2/CRF-BP, CRF-induced calcium fluorescence; inhibition, % at 11.8 µM; 350,000 compounds, 0.59% hits;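 active means inhibition of the ligand-induced calcium signal above about 50% at the single tested concentration, limit read from the data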
CHRM5 antagonist – CHRM5 antagonism in calcium assay; CHO-hM5 cells, Fluo-8 calcium fluorescence, ACh EC80; inhibition, % at 3 µM; 360,000 compounds, 0.59% hits; AID 624040;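 active means inhibition above a per-plate cutoff, the mean of that plate's test compounds plus 3 SD, cut at about 27% in these data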;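 further: 0% = acetylcholine EC80 with DMSO and 100% = DMSO without agonist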
* marks the source's active call; other numbers are inactive results; · = no result given. Outcome played no part in choosing rows; overall some 2.9% were active at least once.

SMILES	M4 ag	CRFBP-R2 agonist	M4 PAM	M4 antag	CHRM5 PAM	M5 ag	IDE inh	CRFR2-BP antag	CHRM5 antagonist
COc1ccc(/C=N/NC(=O)c2cccc([N+](=O)[O-])c2)cc1OS(=O)(=O)c1ccc(C)cc1	8	0.9	-2	13	-12	-2	9	8	12
CCOC(=O)c1ccc(Nc2ncccc2[N+](=O)[O-])cc1	2	0.1	3	-10	-1	5	-6	-4	13
CN(C)CCCNC(=O)C[C@H]1C[C@H](C(=O)N2CCCCC2)[C@@]2(CCc3ccccc3)c3[nH]c4ccc(Cl)cc4c3CCN2C1=O	-1	31	0	7	4	-3	·	0	-7
C[C@@H]1CN(S(=O)(=O)c2c(F)cccc2F)CCN1S(=O)(=O)c1ccc2c(c1)OCCO2	6	2.0	-4	11	-7	-4	1	-5	15
CC(C)C(=O)N1CCC(n2nccc2NC(=O)CCc2ccccc2)CC1	6	1.4	10	5	2	-3	2	10	3
Cc1ccc(/C=C(\CCC(=O)O)c2nc3ccccc3s2)cc1[N+](=O)[O-]	-2	-1.1	-1	10	2	-2	-4	5	-2
O=C(NCc1ccccn1)Nc1ccc(Cl)c(Cl)c1	7	-1.8	-6	5	-17	-7	-1	-18	-3
CO[C@@]1(NC(=O)C2SC(=C(C(N)=O)C(=O)O)S2)C(=O)N2C(C(=O)O)=C(CSc3nnnn3C)CS[C@@H]21 (stereo partly specified)	1	0.2	-7	43*	-1	1	1	-17	-1
Fc1cccc(Cc2c(-c3ccco3)nc3c4ccccc4ccn23)c1	1	·	-12	10	-7	-7	·	·	3
Cc1ccc2[nH]cc(CCNC(=O)c3ccc([N+](=O)[O-])cc3)c2c1	4	-1.6	1	-6	-5	-3	-5	28	1
Cc1cc(N2CC(C)OC(C)C2)nc(C(C)C)n1 (stereo unspecified)	2	3.4	0	-3	0	0	3	-7	4
CCc1nn(C(C)C(=O)N2CC(C)CC(C)C2)c(=O)c2cc3occc3n12 (stereo unspecified)	1	-0.8	8	-8	2	-5	-2	2	-1
O=C(CNC(=O)C1COc2ccccc2O1)N/N=C\c1ccccc1Cl (stereo unspecified)	4	0.0	-1	9	1	-2	5	-3	6
COc1ccc(-c2c(-c3cc(OC)cc(OC)c3)n(C)c3ccc(-c4ccc5[nH]ccc5c4)cc23)cc1	2	4.9	6	-4	8	5	-4	3	-11
Nc1ccc(S(=O)(=O)c2ccc(N)c(N)c2)cc1	2	7.6	-1	-7	11	-1	6	7	-7
Cc1ccc(OCc2nnc(SCC(=O)NC3CCCCC3)n2C)cc1	-1	-1.2	3	-3	5	-2	3	-2	-4
CC(=O)c1cccc(NC(=O)c2ccc(NC(=O)CC3SC(N4CCCCC4)=NC3=O)cc2)c1 (stereo unspecified)	0	-0.8	1	0	-7	-3	1	6	-8
CC1(C)SC(=S)N(c2ccccc2)C1/[N+]([O-])=C/c1cccc([N+](=O)[O-])c1 (stereo unspecified)	0	-1.8	-5	-12	-7	-1	10	3	8
CNCc1nc2ccccc2[nH]1	1	0.5	3	-9	8	2	-1	4	-8
COc1ccc(CC(CC(=O)O)C(=O)Nc2ccccc2)cc1 (stereo unspecified)	1	-1.3	-2	0	-2	0	2	13	1
COc1cc(Cl)ccc1OCc1cc(C(=O)N2CCN(C)C(=O)[C@@H]2C)no1	2	-1.5	2	-3	0	0	·	17	0
Cc1ccc2[nH]c(CCN(C)C)c(CN3CCOCC3)c2c1	0	2.1	4	-11	-14	-13	-1	2	2
CC(=O)Nc1ccc(S(=O)(=O)N2CCN(c3cc4c(cc3[N+](=O)[O-])n(C)c(=O)n4C)CC2)cc1	0	0.0	-2	-6	-7	2	7	28	10
CC(=O)N1N=C(c2ccccc2)CC1c1ccccc1[N+](=O)[O-] (stereo unspecified)	1	0.1	1	9	0	-1	6	0	5
CN=C(c1ccco1)n1c(=S)nc(-c2ccco2)n(C)c1=S	0	0.0	-2	-5	4	-2	2	50	-12
CCCN(C(=O)CN1C(=O)NC2(CCCCCC2)C1=O)C1CCS(=O)(=O)C1 (stereo unspecified)	2	-2.7	2	-3	1	-1	1	-2	1

3 compounds already listed, arranged by molecular weight, rising.
SMILES	M4 ag	CRFBP-R2 agonist	M4 PAM	M4 antag	CHRM5 PAM	M5 ag	IDE inh	CRFR2-BP antag	CHRM5 antagonist
CNCc1nc2ccccc2[nH]1	1	0.5	3	-9	8	2	-1	4	-8
Cc1ccc(OCc2nnc(SCC(=O)NC3CCCCC3)n2C)cc1	-1	-1.2	3	-3	5	-2	3	-2	-4
COc1cc(Cl)ccc1OCc1cc(C(=O)N2CCN(C)C(=O)[C@@H]2C)no1	2	-1.5	2	-3	0	0	·	17	0

Part of the list above, reduced to M5 ag and CRFBP-R2 agonist.
| canonical_smiles | M5 ag | CRFBP-R2 agonist |
| --- | --- | --- |
| CC1(C)SC(=S)N(c2ccccc2)C1/[N+]([O-])=C/c1cccc([N+](=O)[O-])c1 (stereo unspecified) | -1 | -1.8 |
| Cc1ccc2[nH]c(CCN(C)C)c(CN3CCOCC3)c2c1 | -13 | 2.1 |
